mHTT-CaM PPI inh – mutant huntingtin-calmodulin interaction inhibitors – biochemical, AlphaScreen, primary screen; P42858; AlphaScreen His-mHTT/GST-CaM binding, luminescence; inhibition, % at 15 µM; 3.6% of 190,000 active; AID 1671202, 2021;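 note: 0% = both proteins with DMSO and 100% = one protein alone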
Target sequence (P42858 whole entry, looked up, stated change not applied): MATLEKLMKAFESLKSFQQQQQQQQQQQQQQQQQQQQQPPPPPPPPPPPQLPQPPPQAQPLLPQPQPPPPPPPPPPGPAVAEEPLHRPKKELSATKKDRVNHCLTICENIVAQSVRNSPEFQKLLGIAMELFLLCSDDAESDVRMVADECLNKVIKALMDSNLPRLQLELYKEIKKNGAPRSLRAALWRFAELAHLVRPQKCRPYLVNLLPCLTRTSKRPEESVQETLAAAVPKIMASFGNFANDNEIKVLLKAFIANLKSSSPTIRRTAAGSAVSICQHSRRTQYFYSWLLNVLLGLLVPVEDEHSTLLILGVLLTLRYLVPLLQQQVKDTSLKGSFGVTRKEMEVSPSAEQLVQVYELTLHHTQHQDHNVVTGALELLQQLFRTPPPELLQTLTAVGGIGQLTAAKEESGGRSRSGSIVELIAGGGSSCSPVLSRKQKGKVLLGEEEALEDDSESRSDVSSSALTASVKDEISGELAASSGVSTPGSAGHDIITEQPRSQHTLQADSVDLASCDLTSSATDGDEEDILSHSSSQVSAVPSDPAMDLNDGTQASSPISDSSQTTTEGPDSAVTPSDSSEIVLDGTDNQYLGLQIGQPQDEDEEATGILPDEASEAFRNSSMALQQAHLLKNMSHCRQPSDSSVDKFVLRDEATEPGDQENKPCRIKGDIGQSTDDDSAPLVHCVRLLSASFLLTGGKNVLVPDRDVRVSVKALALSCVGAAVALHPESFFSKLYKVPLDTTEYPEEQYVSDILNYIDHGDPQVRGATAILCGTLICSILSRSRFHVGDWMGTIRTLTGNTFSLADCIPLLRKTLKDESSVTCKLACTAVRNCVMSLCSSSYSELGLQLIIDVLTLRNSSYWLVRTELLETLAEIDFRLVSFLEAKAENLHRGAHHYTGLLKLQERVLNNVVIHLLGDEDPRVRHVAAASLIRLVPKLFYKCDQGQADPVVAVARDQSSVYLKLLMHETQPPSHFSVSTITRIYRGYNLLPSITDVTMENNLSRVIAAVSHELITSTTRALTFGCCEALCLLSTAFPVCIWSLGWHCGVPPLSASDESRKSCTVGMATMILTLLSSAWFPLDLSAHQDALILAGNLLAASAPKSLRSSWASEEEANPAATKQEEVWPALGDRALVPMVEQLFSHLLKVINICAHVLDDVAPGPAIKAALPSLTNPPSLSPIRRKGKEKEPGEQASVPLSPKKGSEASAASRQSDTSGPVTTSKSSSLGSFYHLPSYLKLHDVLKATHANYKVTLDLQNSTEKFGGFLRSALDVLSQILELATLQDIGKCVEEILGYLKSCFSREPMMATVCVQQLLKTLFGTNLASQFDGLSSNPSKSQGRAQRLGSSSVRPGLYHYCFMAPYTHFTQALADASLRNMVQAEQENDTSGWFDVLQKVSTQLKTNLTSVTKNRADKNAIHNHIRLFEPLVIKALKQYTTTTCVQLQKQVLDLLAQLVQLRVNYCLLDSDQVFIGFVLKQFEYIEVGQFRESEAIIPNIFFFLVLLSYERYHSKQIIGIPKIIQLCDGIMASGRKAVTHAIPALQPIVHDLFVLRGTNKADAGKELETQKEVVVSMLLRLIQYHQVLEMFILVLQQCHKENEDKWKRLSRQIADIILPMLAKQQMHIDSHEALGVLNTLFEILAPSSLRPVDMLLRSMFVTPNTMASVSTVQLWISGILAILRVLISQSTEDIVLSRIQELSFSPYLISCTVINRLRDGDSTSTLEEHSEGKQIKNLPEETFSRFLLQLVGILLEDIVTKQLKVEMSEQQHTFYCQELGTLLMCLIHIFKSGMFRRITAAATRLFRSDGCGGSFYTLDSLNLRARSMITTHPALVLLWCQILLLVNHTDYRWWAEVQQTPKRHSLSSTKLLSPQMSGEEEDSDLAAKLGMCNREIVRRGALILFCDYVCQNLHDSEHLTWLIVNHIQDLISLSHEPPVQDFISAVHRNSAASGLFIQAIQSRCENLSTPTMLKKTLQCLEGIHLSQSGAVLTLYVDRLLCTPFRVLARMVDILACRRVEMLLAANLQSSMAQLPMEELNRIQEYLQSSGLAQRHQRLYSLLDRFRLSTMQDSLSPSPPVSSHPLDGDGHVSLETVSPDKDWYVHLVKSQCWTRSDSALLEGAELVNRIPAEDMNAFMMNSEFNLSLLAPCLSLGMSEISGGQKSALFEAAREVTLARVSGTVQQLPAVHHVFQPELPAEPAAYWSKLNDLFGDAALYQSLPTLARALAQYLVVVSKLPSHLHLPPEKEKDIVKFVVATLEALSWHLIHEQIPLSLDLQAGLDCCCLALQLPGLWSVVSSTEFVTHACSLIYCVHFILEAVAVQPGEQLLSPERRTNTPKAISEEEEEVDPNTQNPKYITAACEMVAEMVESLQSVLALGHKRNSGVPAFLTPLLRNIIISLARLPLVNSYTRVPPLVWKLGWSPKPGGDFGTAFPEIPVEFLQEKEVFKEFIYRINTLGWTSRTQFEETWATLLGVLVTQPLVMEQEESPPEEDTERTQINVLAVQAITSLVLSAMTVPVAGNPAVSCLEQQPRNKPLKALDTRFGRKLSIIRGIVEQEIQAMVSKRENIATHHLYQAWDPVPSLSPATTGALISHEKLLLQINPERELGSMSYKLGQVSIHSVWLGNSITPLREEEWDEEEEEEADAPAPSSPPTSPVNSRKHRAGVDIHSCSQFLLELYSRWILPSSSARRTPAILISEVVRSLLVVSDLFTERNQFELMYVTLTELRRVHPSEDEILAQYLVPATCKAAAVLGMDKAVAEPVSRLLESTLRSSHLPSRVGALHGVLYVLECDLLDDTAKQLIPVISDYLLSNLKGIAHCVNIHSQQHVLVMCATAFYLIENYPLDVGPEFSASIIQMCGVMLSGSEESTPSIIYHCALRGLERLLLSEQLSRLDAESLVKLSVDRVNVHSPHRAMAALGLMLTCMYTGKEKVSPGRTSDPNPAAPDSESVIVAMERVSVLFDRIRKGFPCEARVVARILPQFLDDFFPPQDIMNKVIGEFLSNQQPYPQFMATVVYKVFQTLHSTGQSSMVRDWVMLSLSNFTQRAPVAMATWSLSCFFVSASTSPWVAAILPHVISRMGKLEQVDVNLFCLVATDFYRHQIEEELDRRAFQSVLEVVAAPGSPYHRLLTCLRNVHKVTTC
Pf apPOL block – Pf-apPOL inhibitors, biochemical, fluorescence; inhibition, % at 10 µM; 0.25% of 210,000 active; Plasmodium falciparum apicoplast DNA polymerase (apPOL); Recombinant Pf-apPOL, molecular beacon fluorescence, 1.5 h
Starred values were filed as active, the others as inactive; / = no result given; & = joins results of further samples. Cut-off read from the data, not from the text of the source: active = inhibition above about 50%; inactive = the rest.

item | mol | mHTT-CaM PPI inh | Pf apPOL block
1 | CCOC(=O)c1c(-c2ccccc2)oc2ccc(OCC(=O)C(C)(C)C)cc12 | -23 | -3
2 | COc1ccc(-c2nc3c(c(=O)[nH]2)CCN(C(=O)c2ccc4cc[nH]c4c2)C3)cc1 | 35 | -2
3 | CC(C)CNC(=O)N1CCC(c2nc3ccncc3n2C(C)C)C1 (stereo not given) | 1 | -3
4 | Cc1ccc(NS(=O)(=O)c2ccc3nc(-c4ccccc4)[nH]c3c2)c(C)c1 | 6 | -8
5 | C=CCOc1ccc(/C=C2\SC(=N)N(c3nonc3N)C2=O)cc1OCC | 10 | -1
6 | Cc1cc(S(=O)(=O)c2ccc(C(F)(F)F)cc2[N+](=O)[O-])c(Cl)cc1Cl | / | 5
7 | COc1ccccc1CNC(=O)C1(C)Cc2ccccc2C(=O)N1C(C)C (stereo not given) | 3 | -5
8 | COc1cccc(C2C3=C(CCCC3=O)Nc3ncnn32)c1OC (stereo not given) | -2 | -16
9 | Cc1ccc(C)c(CN2CCCC(N3CCN(C)CC3)C2=O)c1 (stereo not given) | -6 | 0
10 | O=C(NCc1ccccc1)c1cc2n(n1)CCCN(Cc1ccccc1)C2=O | -1 | 1
11 | CCOc1ccc(N(CC(=O)NC)S(C)(=O)=O)cc1 | -2 | -5
12 | CCCNC(=O)c1nn2c(C(F)(F)F)cc(-c3cccs3)nc2c1Br | 3 | -4
13 | Cc1ccc(C(=O)N(C)C(C)C)c(C2CCN(C(=O)C(C)C)CC2)n1 | 5 | 1
14 | COc1ccc(N2C(=O)c3ccccc3NC2c2ccccc2)cc1 (stereo not given) | 3 | -1
15 | c1csc(Cc2nc(-c3cccs3)no2)c1 | -31 | /
16 | CC(=O)N1CCc2nn(CC(=O)Nc3ccc(F)cc3C)c(=O)cc2C1 | -11 | -2
17 | CNC(=O)c1cc2n(n1)CCCN(Cc1ccc(C)cc1)C2=O | -7 | -9
18 | CCCCOC(=O)Nc1ccc([N+](=O)[O-])cc1C | 2 | 1
19 | CCOc1ccc(S(=O)(=O)N2CC=C(c3cn(C(C)C)c4ncccc34)CC2)cc1 | -1 | -4
20 | COc1cc(OC)c(-n2cc(-c3ccc(Br)cc3)[nH]c2=O)cc1Cl | 12 | -8
21 | COc1ccc(C)cc1NS(=O)(=O)c1cc(Br)cc2c1N(C(=O)C1CC1)CC2 | 6 | -7
22 | CCOc1ccc(Br)cc1/C=C1\NC(=O)N(Cc2ccc(Cl)cc2)C1=O | -21 | -6
23 | COc1cccc(NC(=O)Cn2c(-c3cncs3)nc3ccccc32)c1 | 14 | 5
24 | O=C(O)/C(=C\c1ccc2c(c1)OCO2)NC(=O)c1ccccc1Br | -3 | -3
25 | CC(C)NC(=O)c1ccc([N+](=O)[O-])cc1 | 0 | -22
26 | O=C(CCS(=O)(=O)c1cccs1)Nc1ccc(F)cc1 | 8 | -4
27 | O=C(Nc1ccc(Cl)c(Cl)c1)c1ccc(F)c(S(=O)(=O)NCC2CCCO2)c1 (stereo not given) | 20 | -4
28 | Cc1sc2ccn(CC(C)C)c(=O)c2c1C(=O)N1CCCC(C)C1 (stereo not given) | 10 | 3
29 | N#CC(=NNc1ccc(OC(F)(F)F)cc1)C(=O)c1ccsc1 | / | -3
30 | O=C(Nc1ccncc1)c1ccc([N+](=O)[O-])cc1Cl | 3 | 0

Four of the compounds above, with one line to a screen.
13: Cc1ccc(C(=O)N(C)C(C)C)c(C2CCN(C(=O)C(C)C)CC2)n1
14: COc1ccc(N2C(=O)c3ccccc3NC2c2ccccc2)cc1 (stereo not given)
15: c1csc(Cc2nc(-c3cccs3)no2)c1
16: CC(=O)N1CCc2nn(CC(=O)Nc3ccc(F)cc3C)c(=O)cc2C1

| Compound | 13 | 14 | 15 | 16 |
| --- | --- | --- | --- | --- |
| mHTT-CaM PPI inh | 5 | 3 | -31 | -11 |
| Pf apPOL block | 1 | -1 | / | -2 |

(continued)
item | mol | mHTT-CaM PPI inh | Pf apPOL block
31 | COc1ccc(CNC(=O)NCC(C)(O)c2ccccc2)cc1OC (stereo not given) | -6 | 1
32 | COc1ccc(-c2cc(C(F)(F)F)n3nc(C(=O)NC(C)C)c(Cl)c3n2)cc1OC | -2 | 2
33 | CCOc1ccc(NC(=O)Cn2nc3c(cc2=O)CN(C(C)=O)CC3)cc1 | -9 | -4
34 | CCOC(=O)c1c(-c2ccccc2)oc2ccc(OC(=O)c3ccc(OC)c(OC)c3)cc12 | -2 | 2
35 | Cn1ncc2c1ncn1c(COc3ccc(Cl)cc3)nnc21 | -2 | -4
36 | COc1ccc(C)cc1NC(=O)c1oc2ccc(S(=O)(=O)N3CC(C)CC(C)C3)cc2c1C (stereo not given) | -8 | -7
37 | CCOc1cccc(CN2CCC(C(=O)NCc3ccccn3)CC2)c1O | 2 | -3
38 | Cc1nc(N)sc1-c1csc(Nc2cccc([N+](=O)[O-])c2)n1 | 92* | -3
39 | Cc1ccc(-c2nc3ccccn3c2NC(=O)CCCCl)cc1 | 19 | 1
40 | CS(=O)(=O)c1ccc(C(=O)Nc2ccccc2Cl)cc1 | / | -2
41 | CCOC(=O)c1c(-c2ccccc2)oc2c1cc(OC(=O)c1cc(OC)cc(OC)c1)c1ccccc12 | -2 | -1
42 | O=[N+]([O-])c1ccc(-c2nc(C=Nc3ccccc3I)c(O)o2)cc1 | 1 | -5
43 | COc1cc(OC)c(OC)cc1C=C1Oc2c(ccc(O)c2CN2CCCCC2)C1=O | 24 | -3
44 | CS(=O)(=O)c1ccccc1-c1nnc(NC(=O)c2ccccc2Br)o1 | -4 | -2
45 | NC(=S)NNC(=O)C12CC3CC(CC(C3)C1)C2 | / | -7
46 | CN(C)S(=O)(=O)Nc1ccc(Oc2ccc3c(c2)OCO3)cc1 | 7 | /
47 | COC(=O)C(C)Oc1cc2c(-c3cc4ccccc4o3)cc(=O)oc2cc1C (stereo not given) | -7 | -2
48 | O=C(NC1CC1)c1cccc(OCC2CCCN(C(=O)c3ccco3)C2)c1 (stereo not given) | 0 | -3
49 | O=C(COc1ccc(Cl)cc1Cl)N(Cc1ccccn1)Cc1ccco1 | -7 | -8
50 | CNC(=O)N1CCCC(c2cccc(C(=O)NC3CCCCCC3)c2)C1 (stereo not given) | 3 | -5
51 | COc1cc(OC)nc(N)n1 | / | 2&-2
52 | COc1ccccc1C(=O)N1CCC(Oc2cc(N(C)C)ncn2)C1 (stereo not given) | 3 | -1
53 | O=C(ON=C(c1ccc(F)cc1)c1ccc(F)cc1)c1ccc(F)cc1 | / | 1
54 | O=C(Nc1ccc2c(c1)OCCO2)c1ccccc1O | 6 | -4
55 | Cc1cc2n(C)c3ccccc3n2n1 | -10 | -2
56 | Cc1cccc(C2=N/C(=C\c3ccco3)C(=O)O2)c1 | 3 | -3
57 | C=CCN1C(=O)CC(N2CCN(CC)CC2)C1=O (stereo not given) | -4 | -2
58 | CCN1c2ccc(C)cc2C(=O)NC12CCN(C(=O)c1ccc(C)cc1)CC2 | 5 | 0
59 | CCC(=O)N1CCN(c2ccccc2-c2ccccc2)C(=O)C1C (stereo not given) | 0 | -3
60 | O=C1OC(c2ccc(Cl)cc2)=N/C1=C/c1ccccc1C(F)(F)F | -2 | -1

Some of these compounds in order of length of the SMILES, highest first:
item | mol | mHTT-CaM PPI inh | Pf apPOL block
4 | Cc1ccc(NS(=O)(=O)c2ccc3nc(-c4ccccc4)[nH]c3c2)c(C)c1 | 6 | -8
3 | CC(C)CNC(=O)N1CCC(c2nc3ccncc3n2C(C)C)C1 (stereo not given) | 1 | -3
54 | O=C(Nc1ccc2c(c1)OCCO2)c1ccccc1O | 6 | -4

(further entries)
item | mol | mHTT-CaM PPI inh | Pf apPOL block
61 | COC(=O)C1CN(Cc2cn(Cc3ccc(C)cc3)nn2)CCS(=O)(=O)N1Cc1ccc(Cl)cc1 (stereo not given) | 16 | -5
62 | COc1ccccc1CNC(=O)CCC1CCCN(C(=O)Nc2cccc(F)c2)C1 (stereo not given) | 8 | 3
63 | CC(C)(C)N=C1Nc2ccccc2NC12CCCN(C(=O)Nc1ccc3c(c1)OCCO3)C2 (stereo not given) | 94* | 1
64 | Cc1oc(C(=O)O)cc1CSCc1cc(C(=O)O)c(C)o1 | 1&5 | 1
65 | COCCC1CCN(C(=O)CC2CCCCC2)CC1 | -10 | 0
66 | CCCN1CCC(N2CCC(Cc3ccccc3)CC2)CC1 | -2 | -5
67 | CCn1ccc(C(=O)N2CCCC2c2cc(C)no2)n1 (stereo not given) | -7 | 0
68 | O=C(NCc1ccccc1)NC(=O)c1cccnc1 | -5 | -7
69 | Cc1cccc(NC(=O)Nc2ccccc2)n1 | / | -7
70 | O=C(Nc1ccc2c(c1)OCO2)c1cc(-c2cccs2)nc2ccccc12 | -4 | -1
71 | CN(C(=O)c1ccc(Cl)cc1Cl)C12CC3CC(CC(C3)C1)C2 | -6 | 3
72 | O=C(Nc1cccc(Br)c1)c1ccn(C(=O)c2ccc(Cl)cc2)n1 | 0 | -1
73 | CCOC1=C(C)C(c2ccccc2)Oc2ccccc21 (stereo not given) | -15 | -3
74 | COc1ccc(C=Nc2ccc(Br)cc2C(=O)O)c(OC)c1 | -2 | -1
75 | COc1ccc(NC(=O)CN2CCC3(CC2)N=C(c2ccc(F)cc2)C(=O)N3)cc1OC | 17 | -2
76 | COc1cccc(C=C2Oc3cc(OS(=O)(=O)c4ccccc4)ccc3C2=O)c1 | 2 | 1
77 | CC(C)CC(=O)N1CCCC1COc1ccc(C(=O)NC(C)C)cc1 (stereo not given) | -9 | 3
78 | Cc1cc(C)c(NC(=O)c2c(C)sc3c(=O)n(C(C)C)cnc23)c(C)c1 | 18 | -5
79 | Cc1cccc(NC(=O)c2cc3ccccc3o2)c1 | -16 | 0
80 | Nc1ccccc1C(=O)NC12CC3CC(CC(C3)C1)C2 | 3 | 1
81 | COc1ccc(Cl)cc1NC(=O)CN(C)S(=O)(=O)c1ccc(Br)s1 | 2 | -6
82 | Oc1ccccc1C=Nc1ccccc1O | / | 9
83 | NS(=O)(=O)c1ccc(CNS(=O)(=O)c2ccccc2)cc1 | -7 | -8
84 | CC(C)(C)C(=O)Nc1ccc(C(=O)NCCNC(=O)Nc2ccccc2Cl)cc1 | 0 | -2
85 | COC(=O)c1ccc(CN2CCN(CC(=O)c3ccco3)CC2)cc1 | -3 | -1
86 | CCCC1CCC(c2ccc(-c3noc(-c4cccnc4)n3)cc2)CC1 (stereo not given) | -3 | -8
87 | Cc1ccc(Cl)c(OCC(O)Cn2nnc3ccccc32)c1 (stereo not given) | -1 | 4
88 | O=C(CN1CC(c2nc(Cc3ccccc3)no2)C1)NCc1ccc(F)cc1 | -6 | -22
89 | Cc1ccc2nc(-c3ccc(N=Cc4ccc5c(c4)OCO5)cc3O)oc2c1 | 60* | 2
90 | C=C1SC(Nc2ccccc2Cl)=NC12CCCCC2 | / | 0

Reprinted at random: 4 entries already listed, in no set order.
item | mol | mHTT-CaM PPI inh | Pf apPOL block
73 | CCOC1=C(C)C(c2ccccc2)Oc2ccccc21 (stereo not given) | -15 | -3
85 | COC(=O)c1ccc(CN2CCN(CC(=O)c3ccco3)CC2)cc1 | -3 | -1
72 | O=C(Nc1cccc(Br)c1)c1ccn(C(=O)c2ccc(Cl)cc2)n1 | 0 | -1
65 | COCCC1CCN(C(=O)CC2CCCCC2)CC1 | -10 | 0

Continuation:
item | mol | mHTT-CaM PPI inh | Pf apPOL block
91 | Cc1noc(C2CN(C(=O)c3cc(-c4ccco4)on3)C2)n1 | 4 | 7
92 | CC(C)NC(=O)N1CC=C(c2cn(C(C)C)c3ncccc23)CC1 | 10 | 1
93 | O=c1c2ccccc2nc2n1CCCS2 | -6 | -3&-4
94 | CCN(CC)Cc1ccc(C(=O)O)cc1 | 0 | -6
95 | CCOc1ccc(NC(=O)Cc2ccccc2)cc1 | -4 | -12
96 | COc1ccc(-c2csc3c(=O)n(Cc4ccccc4)cnc23)cc1 | -10 | -2
97 | O=C(O)c1ccccc1C(=O)Nc1ccc(Br)c2cccnc12 | 2 | -9
98 | COCCNC(=O)CCn1nnc2ccccc2c1=O | 6 | -2
99 | COCC(=O)N1CCN(c2cc(C)ccc2C)C(=O)C1C (stereo not given) | -9 | 2
100 | COc1ccc(N=c2scc(-c3ccc(OC)cc3F)n2CCO)cc1 | 27 | -6
101 | CCC(C)c1ccc(OC2OC3COC(c4ccccc4)OC3C(O)C2NC(C)=O)cc1 (stereo not given) | 16 | -8
102 | O=C(CC1CCN(S(=O)(=O)c2ccc(Cl)s2)CC1)NCCN1CCCCCC1 | 9 | 0
103 | CC(=O)N1c2ccc(S(=O)(=O)N3CCN(Cc4ccccc4)CC3)cc2CC1C (stereo not given) | 8 | -2
104 | COc1ccc(NC(=O)CSc2nc3c(c(=O)n2C)SC(C)C3)c(OC)c1 (stereo not given) | 13 | -1
105 | CC(C)(C)C1CCc2c(sc3c2C(=O)NC(c2ccco2)N3)C1 (stereo not given) | 1 | /
106 | CC(C)Cn1c(=O)c(N2CCN(C(=O)Cc3ccsc3)CC2)nc2ccncc21 | -2 | -5
107 | CC(=O)NCC(=O)N(C)C(C(=O)Nc1ccc2c(c1)OCCO2)c1ccc(C)cc1 (stereo not given) | 2 | -9
108 | CCOc1ccccc1Oc1c(C)oc2cc(OC(=O)C(C)C)ccc2c1=O | -3 | 1
109 | COc1ccccc1-c1c(C)oc2cc(OCC(=O)OCc3ccccc3)ccc2c1=O | 0 | 4
110 | O=C(c1ccncc1)N1CCCCC1c1nncn1CC1CC1 (stereo not given) | -1 | 4
111 | Cc1cc(C(F)(F)F)nn1CC(=O)O | -5 | 0
112 | Nc1nn2c(O)c(N)c(=O)[nH]c2c1[N+](=O)[O-] | -3 | /
